Assay outcomes (PubChem BioAssay)
SENP8 block-1 – inhibitors of human SENP8 protease | AID 602440 | inhibition, % at 20 µM | recombinant SENP8, Nedd8 substrate fluorescence | Q96LD8 | 360,000 tested, 0.64% active; in the data active = inhibition mostly above about 40%, no sharp cut-off; inactive = mostly below about 27%
Target sequence (Q96LD8 whole entry, looked up): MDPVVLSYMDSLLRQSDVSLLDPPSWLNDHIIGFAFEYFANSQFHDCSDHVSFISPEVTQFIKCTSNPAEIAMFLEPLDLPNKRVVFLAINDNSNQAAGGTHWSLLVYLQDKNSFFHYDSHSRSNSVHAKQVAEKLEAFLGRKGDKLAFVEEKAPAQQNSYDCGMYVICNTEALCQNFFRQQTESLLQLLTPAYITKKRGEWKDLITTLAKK
UBC13 inh – blocks human UBC13 polyubiquitin chain formation; 330,000 tested, 0.47% active; inhibition, % at 20 µM; TR-FRET; P61088; in the data active = inhibition above about 45%, passing the limit was not always enough
Target sequence (P61088 whole entry, looked up): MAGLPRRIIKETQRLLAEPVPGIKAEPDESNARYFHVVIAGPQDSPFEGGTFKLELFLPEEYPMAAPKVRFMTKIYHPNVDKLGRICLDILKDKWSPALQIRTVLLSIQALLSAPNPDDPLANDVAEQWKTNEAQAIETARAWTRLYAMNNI
SENP7 inh – inhibitors of human SENP7 protease; recombinant SENP7, Z-RLRGG-aminoluciferin luminescence, 40 min; inhibition, % at 5 µM; 330,000 tested, 1.5% active; AID 434973;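 active = inhibition above about 50% at the single test dose, limit read from the data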;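 note: plate controls were DMSO with enzyme for no effect and no enzyme buffer wells for full effect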
Target sequence (Q9BQF6 706-1050 limits assumed): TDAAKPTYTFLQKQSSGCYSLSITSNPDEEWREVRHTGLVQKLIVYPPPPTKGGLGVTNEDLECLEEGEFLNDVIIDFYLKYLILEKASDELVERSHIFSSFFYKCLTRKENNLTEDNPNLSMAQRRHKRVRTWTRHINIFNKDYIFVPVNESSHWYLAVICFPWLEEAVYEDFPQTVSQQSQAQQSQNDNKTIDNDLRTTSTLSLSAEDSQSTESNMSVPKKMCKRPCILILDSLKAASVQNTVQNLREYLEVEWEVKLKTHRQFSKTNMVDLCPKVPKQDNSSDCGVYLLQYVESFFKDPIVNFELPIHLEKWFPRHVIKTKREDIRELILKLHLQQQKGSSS
PfG6PD inh – PfG6PD (Plasmodium falciparum) enzyme inhibition; inhibition, % at 20 µM; 350,000 tested, 0.78% active; PfGluPho enzyme, NADPH resazurin-diaphorase fluorescence;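 active = inhibition reaching at least a set limit at 20 µM in the primary screen, cut at about 59% in these data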;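 note: 0% = DMSO wells with substrate and 100% = DMSO wells lacking glucose-6-phosphate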
SENP8 block-2 – blocks the human protease SENP8. Q96LD8. purified SENP8, Z-RLRGG-aminoluciferin cleavage, luminescence. inhibition, % at 10 µM. 330,000 tested, 1.2% active. AID 2540; in the data active = inhibition above about 50%
SENP6 inh – SENP6 protease inhibition; 330,000 tested, 1.8% active; Q9GZR1; Recombinant SENP6 catalytic domain, aminoluciferin luminescence; inhibition, % at 10 µM;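 active = inhibition above about 50% at the single tested dose, limit read from the data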;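 note: plate controls were DMSO wells with enzyme for no effect and DMSO wells lacking enzyme for full effect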
HKDC1 inhibitor – HKDC1 (human) hexokinase inhibition; Q2TB90; recombinant HKDC1, G6PDH/diaphorase resazurin coupled fluorescence; inhibition, % at 20 µM; 340,000 tested, 0.16% active; AID 493160;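 active = inhibition above about 35% when tested at 20 µM, limit read from the data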;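 note: plate controls were DMSO wells with enzyme for no effect and DMSO wells lacking enzyme for full effect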
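Test system: HK5 enzyme. Quantity: 5 µg/mL HK5 final. Reagent: glucose and ATP substrates. Schedule: 90 min reaction incubation at room temperature, dark. Technique: resazurin-to-resorufin fluorescence via G6PDH and diaphorase coupling, 525/613 nm. Control set: DMSO wells with and without enzyme mix.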
SENP1 inh – SENP1 (human) catalytic domain inhibition; 360,000 tested, 0.21% active; recombinant SENP1 catalytic domain, CyPet-SUMO1-YPet FRET cleavage; inhibition, % at 10 µM; Q9P0U3;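 active = inhibition at least 30% at 10 µM, raw YFP signal under a set limit, fluorescence ratio 0.5 to 1.5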;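 note: 0% = enzyme with DMSO and 100% = no enzyme wells; some results filed as inactive read as strong as hits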
Target sequence (Q9P0U3 419-644 limits assumed): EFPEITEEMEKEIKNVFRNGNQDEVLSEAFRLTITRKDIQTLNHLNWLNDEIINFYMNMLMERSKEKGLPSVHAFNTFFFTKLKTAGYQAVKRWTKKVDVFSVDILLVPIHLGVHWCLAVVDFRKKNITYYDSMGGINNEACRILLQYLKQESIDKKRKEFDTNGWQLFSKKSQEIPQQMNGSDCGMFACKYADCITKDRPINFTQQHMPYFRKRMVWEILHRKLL
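Material – human SENP1 catalytic domain · Input – SENP1 enzyme, 20 pM final · Compound dosing – single concentration of 10 µM compound, 0.5% DMSO final · Timing – enzyme reaction for 50 min at room temperature, dark · Measured by – FRET fluorescence in CFP and YFP emission channels · Control set – no-enzyme wells low, DMSO-plus-enzyme wells high control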
MIN6 prolif – inducers of beta-cell replication in MIN6 cells | MIN6 cells proliferation, ATPlite luminescence, 48 h; cells starved in 0.2% serum; 100% = growth in 10% serum | proliferation, % at 10 µM | 330,000 tested, 0.29% active | AID 2380;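 active = compounds whose signal lies at least 3.5 SD above the mean of all wells on their plate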;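 note: 0% = DMSO-treated cells in low-serum medium and 100% = 10% serum control; some compounds called inactive have numbers as strong as hits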
The depositor's hits bear a star; x = no result given.

Second line of a record: SENP8 block-1, UBC13 inh, SENP7 inh, PfG6PD inh, SENP8 block-2, SENP6 inh, HKDC1 inhibitor, SENP1 inh, MIN6 prolif
COC(=O)C1=C(Nc2ccc(OC)cc2)C=C(C)C(C(=O)OC)C1c1ccc(C)cc1 (stereo not drawn)
 : -19, -8, -13, 12, -5, -31, -4, -2, -6
Cc1nc(N)[nH]c(=O)c1CC(=O)OCCCl
 : 8, 3, 2, 4, 6, 4, -2, 2, 2
COc1ccc(CCNC(=O)CCNS(=O)(=O)c2cc(Br)cnc2N)cc1OC
 : -28, -2, -14, -5, -8, -6, -6, 1, -3
Cc1nn(-c2ccc(F)cc2)c(C)c1NS(=O)(=O)c1ccc(Cl)cc1
 : 24, 9, -2, -1, 0, -7, 9, 1, -1
CCc1ccc(OCC(=O)N(C)C)c(Br)c1
 : 9, 1, -17, -9, -11, -3, -3, 2, -1
COc1cc(O)c(C(CC(=O)N2CCCCC2)c2ccc(N(C)C)cc2)c(OC)c1 (stereo not drawn)
 : 18, -3, -9, 13, -15, -15, -1, 1, -1
CC(C)NC(=O)NC(=O)COC(=O)c1ccccc1O
 : -4, 2, -6, -3, 2, -9, 0, 2, -3
CN(C(=O)COC(=O)c1ccc(Cl)s1)C1(C#N)CCCCC1
 : -8, -7, -9, -14, 5, -14, -1, 1, -2
O=C(c1ccc2c(c1)OCO2)N(c1ccc(Cl)cc1)C1C=CS(=O)(=O)C1 (stereo not drawn)
 : 16, 0, 6, 7, -6, 3, 11, 1, 1
COc1ccc(-c2nsc3c(N4CCCCC4)ncnc23)cc1
 : -257, 20, 95*, 5, 92*, 67*, 5, 3, -5
CCOc1cccc(N2C(=O)CC(N3CCN(c4nc5ccccc5s4)CC3)C2=O)c1 (stereo not drawn)
 : 9, 9, -2, 5, -3, -16, 1, 2, 1
Cc1ccc2oc(=O)cc(CN3CCCCC3)c2c1
 : 1, 0, -7, -7, -9, -4, -1, 2, 2
Cc1ccccc1Cn1nc(C)c(NC(=O)c2ccccc2)c1C
 : 9, 8, -2, -5, -3, 3, -2, 1, 3
O=C(Nc1cccn(Cc2c(Cl)cccc2Cl)c1=O)c1ccccc1Cl
 : 21, 9, 0, -9, -5, 0, 8, 0, -3
CN(CC(=O)Nc1cccc(F)c1)C(=O)c1ccc(N2CCCCCC2)c([N+](=O)[O-])c1
 : 17, -21, 3, 9, 2, -2, 1, 2, -5
CC1(C(=O)Nc2nc3ccc(S(C)(=O)=O)cc3s2)CC1(Cl)Cl (stereo not drawn)
 : 17, 2, 6, -9, -1, 4, -4, 1, -3
CCn1c(CNc2ccc(C(=O)O)cc2)nc2ccccc21
 : 1, 2, -2, -21, -5, 2, 14, 1, 0
c1ccc(-c2nc(-c3ccccn3)nc(-c3ccccn3)n2)nc1
 : 0, -18, -12, -10, -14, -15, 0, -1, -2
Cc1nn(-c2ccccc2)c2c1C1(C(=O)N(C(C)C)c3ccccc31)C(C#N)=C(N)O2 (stereo not drawn)
 : 17, -15, -8, 21, -10, -3, 8, 0, -5
Cc1c(C(c2ccc(F)cc2)c2c(C)n(C)n(-c3ccccc3)c2=O)c(=O)n(-c2ccccc2)n1C
 : -1, -4, 14, -6, -2, 9, 1, 0, -2
O=C(Cn1cccc1)N1CCN(c2ccc(F)cc2)CC1
 : 8, 5, -2, 0, 5, -10, -1, 0, -1
CC(C)c1ncc(C(O)c2ccccc2)n1C (stereo not drawn)
 : 15, -7, -2, 6, -6, -16, -4, 0, 1
O=C(CN1C(=O)C2C3C=CC(C4CC34)C2C1=O)OCC(=O)c1ccccc1 (stereo not drawn)
 : 19, -5, -1, -1, -12, -1, -12, 2, 0
Cc1ccccc1C(=O)Oc1ccccc1N1C(=O)C2CC=CCC2C1=O (stereo not drawn)
 : 8, 15, 10, 4, 3, 7, 2, 1, 0
O=S(=O)(c1ccc(NC(=S)NN=Cc2ccccc2O)cc1)N1CCCCC1
 : -69, x, x, -16, x, x, -33, -30, x
COCCN(CC(=O)Nc1cccc(C)c1C)C(=O)c1oc2c(Cl)cccc2c1C
 : -8, 6, 6, 39, -3, 4, 2, -3, -5
O=[N+]([O-])c1ccc(NN=Cc2ccco2)nc1
 : -60, x, x, 24, x, x, -3, -34, x
O=C(CN1C(=O)NC2(CCCCC2)C1=O)Nc1nc2c(F)cc(F)cc2s1
 : -26, -1, 7, -10, -2, 0, 2, -27, -4
CC(C)OC(=O)c1c2c(n3ccccc13)C(=O)c1ccccc1C2=O
 : 27, -23, 16, 24, 9, 3, 30, 80, 1
CCN(CC)C(=O)c1sc(NC(=O)Cc2ccc(OC)cc2)c(C#N)c1C
 : 27, -7, -3, -2, 2, -39, -4, 0, 0
CN1CCN(S(=O)(=O)c2ccc(NC(=O)c3csc4ccccc34)cc2)CC1
 : 7, 11, -2, 6, -5, 1, -10, 1, -3
NC(=O)c1c(NC(=O)CSc2nnc(-c3ccco3)n2-c2ccccc2)sc2c1CCC2
 : 4, 4, 0, 7, 4, -16, 3, -7, -3
CCc1noc(C)c1C(=O)Nc1cc(S(=O)(=O)N(CC)CC)ccc1N1CCOCC1
 : -56, -2, -3, 11, -5, 0, -1, -3, -5
Cc1ccc(Nc2ccc(C(=O)O)cc2N)cc1
 : x, 3, 98*, -25, 94*, 98*, -4, x, -1
COC(=O)/C=c1/s/c(=C(\C#N)C(=O)NCc2ccco2)n(-c2ccccc2)c1=O
 : -10, -10, 1, 28, -4, -5, 2, -4, -3
COc1ccc(CCNC(=O)CNS(=O)(=O)c2ccc(N(C)C)c([N+](=O)[O-])c2)cc1OC
 : 18, -3, 7, 1, 5, -5, -4, -1, -4
COc1ccc2ccccc2c1CN1CCN(Cc2ccccc2)CC1
 : 2, -9, 11, -10, -7, -8, 1, 1, -2
CC(=O)Nc1ccccc1C(=O)N1CCN(Cc2ccc3c(c2)OCO3)CC1
 : 5, -1, -2, 3, -4, -7, -7, -2, 2
O=C(O)CCCN1C(=O)/C(=C/c2cn(-c3ccccc3)nc2-c2cccs2)SC1=S
 : 24, x, x, -7, x, x, 19, 24, x
COc1cc2c(cc1OC)CN(C(=O)c1ccco1)CC2
 : 4, 4, 5, -16, 2, -11, -6, -1, 5
CCc1ccc(S(=O)(=O)c2ccc(-n3nc(C)cc3N)cc2)cc1
 : 9, 2, -6, 5, -4, -3, -4, -2, 1
COc1ccc(NS(=O)(=O)c2ccc(N3CCCC3)c(NC(=S)Nc3ccc(SC(F)F)cc3)c2)cc1
 : 9, -8, -7, 69*, -17, -17, -16, 0, -5
COc1ccc(C(C)=O)cc1COc1ccc([N+](=O)[O-])c(C)c1
 : 21, 3, 14, 7, 1, -1, 9, -1, -1
CCN1CCN(c2cc(C)c3cc(NC(=O)c4ccncc4)ccc3n2)CC1
 : 4, 9, 4, -16, 1, 9, 6, -5, -5
CCc1ccc2oc(=O)cc(CN3CCCCC3)c2c1
 : 14, 2, -8, -1, 2, -4, -5, 2, -2
C=CCn1c(SCC(C)=O)nnc1-c1cc(-c2ccccc2)sc1N
 : -59, -6, 6, 24, 0, -10, 3, -10, -2
COC(=O)c1cc(S(=O)(=O)Nc2cc(OC)cc(OC)c2)c[nH]1
 : -3, 6, -5, 11, -14, -10, -3, 2, -4
O=C(CSc1nnc(CN2CCOCC2)n1-c1ccc(Cl)cc1)N1CCc2ccccc21
 : 31, -3, -4, 6, -2, -4, -2, 3, 2
Cc1ccc(C)c(OCC(=O)Nc2nc3ccc([N+](=O)[O-])cc3s2)c1
 : 14, -14, -5, -3, -6, -15, -7, -15, -4
Cc1noc(C)c1C(=O)N1CCc2ccccc21
 : 4, 19, -2, 3, -2, -5, -11, 2, 1
COc1ccccc1NC(=O)Cn1nnc(C(=O)NCc2cccs2)c1N
 : 4, 4, 0, -14, 0, -8, 2, 2, -7
O=C(CC(=O)c1ccccc1)Nc1ccc([N+](=O)[O-])cc1
 : 21, x, x, 6, x, x, -9, -1, x
CCCCCCNS(=O)(=O)c1ccccc1Br
 : 3, 2, 11, -1, -11, -10, 4, 0, -5
CCCCC1(Cc2ccc(OC)c([N+](=O)[O-])c2)C(=O)N(c2ccccc2)N(c2ccccc2)C1=O
 : 21, 6, 3, 6, 2, -4, 2, 4, -2
O=C(Cc1cccs1)N1CCN(S(=O)(=O)c2ccc(Br)cc2)CC1
 : 14, -9, -5, -2, -6, 5, -11, 1, -2
O=C(NC(=O)N1CCN(c2ccccc2F)CC1)c1ccccc1
 : 3, 2, 15, -8, -6, -36, -5, 2, -3
CCC1(c2ccccc2)NC(=O)N(CC(=O)Nc2ccc(N3CCCC3)cc2C)C1=O (stereo not drawn)
 : 14, -1, 11, 5, -9, -25, -1, -1, 0
CC(=O)N/C(=C\c1ccccc1)C(=O)OCC(=O)N(C)C1CCCCC1
 : 26, 5, 5, -4, 0, 1, -3, 3, 1
O=C(N/N=C/c1ccc(O)c(O)c1)NC12CC3CC(CC(C3)C1)C2
 : 14, -4, 2, 1, -5, -36, 6, 0, -5
COc1ccc2c(c1)[C@H]1[C@H](CO2)[C@H](c2ccccc2)[C@]2(C)C(=O)N[C@@H](C)C(=O)N12
 : x, 6, -3, x, 3, 6, x, x, -2
CCCCC1SC(N)=NC1=O (stereo not drawn)
 : 3, x, x, -11, x, x, -6, -1, x
Fc1ccccc1/C=N/Nc1cc(N2CCCCC2)ncn1
 : -5, 4, 70*, -4, -2, 41, -4, 1, -1
COc1cccc(NC(=O)[C@H](CC(C)C)NC(=O)[C@@H]2Cc3ccccc3CN2)c1
 : 6, -2, -8, 9, 2, -7, -2, 1, -3

Random excerpt: 3 records from the list, in no set order.
Second line of a record: SENP8 block-1, UBC13 inh, SENP7 inh, PfG6PD inh, SENP8 block-2, SENP6 inh, HKDC1 inhibitor, SENP1 inh, MIN6 prolif
COc1ccccc1NC(=O)Cn1nnc(C(=O)NCc2cccs2)c1N
 : 4, 4, 0, -14, 0, -8, 2, 2, -7
O=C(N/N=C/c1ccc(O)c(O)c1)NC12CC3CC(CC(C3)C1)C2
 : 14, -4, 2, 1, -5, -36, 6, 0, -5
CCc1ccc(S(=O)(=O)c2ccc(-n3nc(C)cc3N)cc2)cc1
 : 9, 2, -6, 5, -4, -3, -4, -2, 1
